HSF1 inhib: HSF1 inhibitors in luciferase reporter cells, primary screen, cell-based, NIH3T3, luminescence. NIH3T3-HGL HSE-luciferase, MG132-induced, luminescence 8 h; stronger effect = lower value. activity change, negative = inhibition, % at 7.5 µM (by protocol). actives 0.77% (n = 300,000);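 active means more than half of replicate wells show activity change below -50%, luminescence cut by over half; inconclusive means some wells, but at most half, below -50%; inactive means no replicate well below -50%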;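 further: luciferase reports HSF-1 transcriptional activity via heat shock element; 0% = median of DMSO wells and -100% = zero luminescence signal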
Platelet DG rel: inhibitors of platelet dense granule secretion, primary screen, cell-based, MLPCN, human platelets | human platelet-rich plasma, SFLLRN dense granule ATP release, luminescence | inhibition, %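 (compounds screened at 7.5 µM in platelet-rich plasma)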 | actives 0.22% (n = 300,000) | AID 1663, 2009;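 active means mean replicate score, as percent of positive control, at or above 50; inconclusive means mean below 50 but at least one replicate at or above 50; inactive means mean and every replicate below 50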
DYRK1A inh: rat Dyrk1A kinase inhibitors, primary screen, biochemical, single point, plate reader. Dual specificity tyrosine-phosphorylation-regulated kinase 1A (Rattus norvegicus), Q63470. ADP-Glo luminescence, NFATc1 peptide. inhibition, % at 12.5 µM. actives 0.43% (n = 310,000). AID 504441, 2011; in the data active means inhibition above about 50%;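 further: plate controls were vehicle with enzyme for no effect and no enzyme for full effect; many of its hits are not listed in these tables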
GSK3B inh: human GSK3beta kinase inhibitors, primary screen, biochemical, cell-free homogeneous, HTS; GST-GSK3beta kinase, ADP-Glo luminescence, 60 min; stronger effect = lower value; Glycogen synthase kinase-3 beta (Homo sapiens), P49841; activity score (negative = inhibition), % at 10 µM; actives 0.038% (n = 300,000);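 active means more than half of replicate wells score below -50%, meaning over 50% inhibition versus plate controls; inconclusive means some replicates but at most half score below -50%; inactive means no replicate scores below -50%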;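 further: 0% = median DMSO wells and -100% = median GW8510 positive control wells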
Target sequence (P49841 whole entry, looked up): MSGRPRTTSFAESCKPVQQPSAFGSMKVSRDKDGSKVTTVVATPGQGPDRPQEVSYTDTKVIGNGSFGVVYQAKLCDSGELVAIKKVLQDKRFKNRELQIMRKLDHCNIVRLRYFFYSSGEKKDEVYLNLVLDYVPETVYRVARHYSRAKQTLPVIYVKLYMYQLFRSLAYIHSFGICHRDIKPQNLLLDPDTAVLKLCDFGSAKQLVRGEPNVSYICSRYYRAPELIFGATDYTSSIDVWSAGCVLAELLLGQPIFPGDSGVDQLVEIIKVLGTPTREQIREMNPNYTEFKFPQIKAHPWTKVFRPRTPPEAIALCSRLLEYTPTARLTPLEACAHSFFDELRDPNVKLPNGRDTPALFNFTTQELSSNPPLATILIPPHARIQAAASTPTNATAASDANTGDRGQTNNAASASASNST
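test system = GST-tagged human GSK3beta kinase, cell-free | reagent = 25 µM ATP with peptide substrate | dosing = one dose of 10 µM per compound | schedule = 60 min reaction, RT | detection = luminescent ADP-Glo measurement of ADP formed | control set = DMSO neutral wells and GW8510 at 20 µM as positive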
HSF1 activator: HSF-1 activators, primary screen, NIH3T3-HGL cells, MG132 stress, luminescence, single point; NIH3T3-HGL HSF-1 luciferase reporter, 8 h; 100% = twice DMSO control signal; activation, % at 9 µM; actives 1.7% (n = 300,000); AID 504408, 2011;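 active means mean replicate activation of at least 50% with a set share of replicates each reaching 50%; inconclusive means only one of those two conditions met; inactive means mean below 50% and too few replicates reaching it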;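 further: 0% = median of the neutral control wells and 100% = twice that signal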
KLF5 inh: KLF5 expression inhibitors, primary screen, DLD-1 cells, luminescence | DLD-1 KLF5 promoter-luciferase reporter | inhibition, % at 5 µM | actives 0.23% (n = 290,000) | AID 1700, 2009;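 active means inhibition above a per-plate limit of that plate's mean compound inhibition plus 3 SD, cut at about 60% in these data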;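 further: 0% = DMSO wells and 100% = LY294002 at 200 µM; higher means less KLF5 promoter-driven luciferase light; inactives centre near -14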
IEC-6 cytotox: cytotoxicity in IEC-6 intestinal epithelial cells, primary screen, cytotoxicity control for KLF5 inhibitor project, cell-based, luminescence; inhibition, % at 5 µM; IEC-6 cytotoxicity, luminescence viability; actives 0.78% (n = 290,000); in the data active means inhibition above about 22%;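 further: 0% = plate median of test compound wells and 100% = cytotoxic reference compound wells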
HSP90 refold inh: HSP90 inhibitors, primary screen, cell lysate, luminescence. Heat shock protein HSP 90 (rabbit reticulocyte lysate; luciferase refolding). Rabbit reticulocyte lysate, luciferase refolding luminescence, 3 h. inhibition, % at 5.6 µM. actives 0.91% (n = 290,000). AID 1789, 2009;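 active means inhibition above the screen-wide mean plus 3 SD, computed separately per campaign, cut at about 16% in these data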;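 further: 0% = DMSO wells and 100% = 60 µM geldanamycin wells; inhibitors lower the luminescence because luciferase stays unfolded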
aSyn UTR inh: MLPCN primary screen, SNCA 5' untranslated region; alpha-synuclein 5'UTR reporter, inhibitor activity; inhibition, % (tested at 7.5 µM); actives 0.82% (n = 300,000); in the data active means inhibition above about 60%; inconclusive means no clear call, values can overlap the other calls;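 further: H4 neuroglioblastoma cells stably carrying SNCA 5'UTR luciferase fusion; 0% = DMSO wells and 100% = positive control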
GSK3A inh: blockers of GSK3A enzyme activity – biochemical, luminescence, cell-free homogeneous, HTS, primary screen. Glycogen synthase kinase-3 alpha (Homo sapiens), P49840. GSK-3 alpha kinase, ADP-Glo luminescence, 60 min. inhibition, % at 10 µM. actives 0.1% (n = 320,000);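 in the data active means inhibition above about 50%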;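 further: GST-tagged GSK-3 alpha with peptide substrate and 25 µM ATP; 0% = DMSO neutral wells and 100% = GW8510 positive control wells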
Target sequence (P49840 whole entry, looked up): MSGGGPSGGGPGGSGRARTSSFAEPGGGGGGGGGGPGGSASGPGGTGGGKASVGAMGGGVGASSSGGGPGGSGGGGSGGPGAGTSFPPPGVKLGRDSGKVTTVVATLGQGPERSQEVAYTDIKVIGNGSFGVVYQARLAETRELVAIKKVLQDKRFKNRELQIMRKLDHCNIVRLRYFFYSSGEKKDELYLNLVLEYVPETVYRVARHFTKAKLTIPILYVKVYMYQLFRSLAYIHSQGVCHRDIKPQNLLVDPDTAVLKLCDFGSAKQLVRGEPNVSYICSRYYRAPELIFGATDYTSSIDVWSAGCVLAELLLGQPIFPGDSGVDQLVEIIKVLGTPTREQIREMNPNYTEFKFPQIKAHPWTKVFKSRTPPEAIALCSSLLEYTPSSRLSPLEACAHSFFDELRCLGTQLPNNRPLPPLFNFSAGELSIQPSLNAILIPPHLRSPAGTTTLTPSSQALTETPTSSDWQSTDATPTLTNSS
* = called active by the depositor; ? = inconclusive; . = not tested or not shown. This is a subset. The share of hits here may be higher or lower than overall.

item	canonical_smiles	HSF1 inhib	Platelet DG rel	DYRK1A inh	GSK3B inh	HSF1 activator	KLF5 inh	IEC-6 cytotox	HSP90 refold inh	aSyn UTR inh	GSK3A inh
1	CCOc1ccccc1NC(=O)NNS(=O)(=O)c1cc(OC)ccc1OC	0	8	-3	-3	-2	-15	-6	-5	-38	-1
2	CCn1cc(S(=O)(=O)c2ccc(C)cc2)c(=O)c2cc(OC)ccc21	-10	-26	0	3	5	-46	6	3	15	0
3	COC(=O)C1CCN(C(=O)COC(=O)C2CCN(S(=O)(=O)c3ccc4c(c3)OCCO4)CC2)CC1	-6	-6	-1	2	-1	-6	-6	-6	12	1
4	CCOC(=O)C1(CC2CCCCO2)CCN(S(=O)(=O)c2ccc(C)s2)CC1 (stereo unspecified)	-8	0	1	-2	5	-11	-2	-2	13	-1
5	COC(=O)c1cc(C(=O)NC(C)(C)CC(C)(C)C)cc([N+](=O)[O-])c1	-3	9	-2	4	18	-19	3	2	13	3
6	O=C(O)Cc1ccc2[nH]c3ccc(CC(=O)O)cc3c2c1	3	-5	-3	-2	23	7	1	0	4	-1
7	CC(C)NC(=O)C(c1ccc(F)cc1)N(Cc1ccco1)C(=O)CCC(=O)Nc1ccccn1 (stereo unspecified)	-1	12	1	0	-10	-24	-6	-5	2	-2
8	O=C(OCC(=O)N1CCCC1)c1cncc(Br)c1	-7	-2	7	1	-16	-23	3	-2	-10	1
9	CCOC(=O)N1CCC(NC(=O)CN2C(=O)C(CC)Oc3ccc(C)cc32)CC1 (stereo unspecified)	-5	2	.	2	-7	3	-2	0	-12	-2
10	Cc1cc(O)c(NC(=O)c2ccc(C)c([N+](=O)[O-])c2)cc1C	15	-1	-4	-2	30	-45	-3	-2	-110	-1
11	COc1ccc2nc(CNC(=O)C3CCC(=O)N(CCc4ccccc4)C3)[nH]c2c1 (stereo unspecified)	1	6	4	2	-3	-13	-3	0	5	-2
12	O=C(NCCN1CCOCC1)c1cc(S(=O)(=O)NCCCN2CCCC2=O)ccc1Cl	-9	-1	5	2	2	-31	5	4	-13	-4
13	CCC(C)C(NC(=O)C1CCC(C)CC1)C(=O)NCc1ccccn1 (stereo unspecified)	-6	0	-4	-4	8	-33	0	0	1	1
14	O=[N+]([O-])c1cc(/C=N/O)ccc1N1CCCC1	-3	-1	50*	-52*	6	-2	-5	4	26	.
15	O=C(O)C(Cc1ccccc1)N1C(=O)c2c(Cl)c(Cl)c(Cl)c(Cl)c2C1=O (stereo unspecified)	30	-8	.	7	?	.	.	.	-22	-6
16	CCNCCC(=O)N1c2ccccc2Sc2ccc(NC(=O)OCC)cc21	10	-2	8	-5	10	-18	5	-2	9	5
17	C#CCSc1nc(-c2cccs2)ccc1C#N	-9	8	6	-1	-18	-17	4	1	9	0
18	CN(CC(=O)Nc1ccc(F)cc1)C(=O)COC(=O)CNC(=O)c1sc2ccccc2c1Cl	-4	-4	.	.	-2	.	.	.	-16	-1
19	Cc1ccc(-c2nc(C)sc2CC(=O)NCc2ccco2)cc1	-2	9	-6	-3	4	-40	-6	0	-14	.
20	Cc1c(CCC(=O)O)c(=O)oc2cc3occ(-c4ccc(Cl)cc4)c3cc12	6	-5	10	1	14	0	0	3	-9	3
21	CSc1nnc(-c2sc3cc(C(F)(F)F)cnc3c2-c2ccccn2)n1C	-6	-3	6	0	-21	-13	-4	0	3	-2
22	NNC(=O)CNc1ccccc1Cl	-2	-1	-5	0	-3	-46	-5	-3	6	-2
23	O=C(CSC1CC(=O)N(CCc2ccccc2)C1=O)Nc1cccc(Cl)c1 (stereo unspecified)	0	2	-2	-6	-2	22	-9	-5	14	-7
24	CCC1(c2ccc(Cl)cc2)NC(=O)N(CC(=O)NCc2ccc(F)cc2)C1=O (stereo unspecified)	16	-4	-6	-2	4	-10	2	1	25	-1
25	COC(=O)c1cc(NC(=O)c2ccccc2)c(=O)oc1C	7	-3	-4	-1	6	-15	-3	-1	-39	0
26	O=C(c1ccc(Br)o1)N1CCC(Cc2ccccc2)CC1	7	34	-6	-5	-1	-30	6	4	2	2
27	CN(C)S(=O)(=O)c1cc(NC(=O)CN2CCOCC2)ccc1Cl	-5	4	7	3	-3	-35	-1	0	4	-3
28	Cc1nnsc1SCCNC(=O)c1ccc(F)cc1	7	13	18	1	-5	20	-5	0	-40	-1
29	Cc1cc(C)c2sc(N(CCN(C)C)C(=O)c3c(F)cccc3F)nc2c1	6	-2	6	14	6	-39	-6	-8	4	-3
30	Cc1cccc(CS(=O)(=O)Cc2ccc(C(=O)NC(C)c3ccccc3)o2)c1 (stereo unspecified)	-1	-8	-5	-2	9	0	-6	-2	14	1
31	Cc1ccc(NC(=O)c2ccc3c(c2)OCCO3)cc1S(=O)(=O)Nc1cccc(Cl)c1	22	-12	-4	2	?	-38	3	4	-95	-2
32	Cn1c(CNC(=O)c2ccc3c(c2)OCO3)nnc1SCC(=O)Nc1ccc(F)cc1F	5	2	2	1	-2	-31	-5	-7	10	-1
33	Cn1c(=O)c2c(ncn2CC(=O)N/N=C/C=C/c2ccco2)n(C)c1=O	-10	1	-5	3	-9	7	-9	-1	16	-2
34	CC(C)(C)NC(=O)C(=O)NCc1ccncc1	-3	-10	-1	1	2	-16	-2	-2	-4	1
35	CC(=O)Nc1ccc(NS(=O)(=O)c2ccc(CN3C(=O)c4cccnc4C3=O)cc2)cc1	5	-3	6	2	-12	-8	6	-2	-24	-6
36	CCOC(=O)C(=O)Nc1nccs1	-6	0	-47	-1	4	-35	-8	-4	32	0
37	Cc1cc(C)nc(SCc2nnc(SCC(=O)Nc3ccc(C)c(C)c3)o2)n1	-33	-4	-7	-3	-48	-11	-3	-1	0	0
38	COc1ccc(CCNC(=O)CSCc2n[nH]c(=O)[nH]2)cc1OC	.	-1	4	3	.	-15	-4	6	.	1
39	O=C(COc1ccc2c3c(c(=O)oc2c1)CCCC3)N1C[C@H]2C[C@@H](C1)c1cccc(=O)n1C2	-5	-1	2	-3	13	9	3	1	-10	1
40	O=C(Cc1cccs1)Nc1nnc(-c2ccncc2)s1	4	2	12	-10	0	-25	3	-2	1	-2
41	COc1ccc(-c2c(NC(=O)c3ccco3)oc3ccccc3c2=O)cc1	-2	0	7	1	0	-10	9	3	2	9
42	CCOc1cccc2sc(N(CCCN(C)C)C(=O)c3ccc(S(=O)(=O)N4CCc5ccccc5C4)cc3)nc12	2	10	3	-5	9	-9	4	4	?	-5
43	Cc1ccc(S(=O)(=O)c2nc(-c3cccs3)oc2NCCCN(C)C)cc1	-3	3	-8	-6	3	-6	1	1	-2	-2
44	CNC(=O)NC(=O)C(C)OC(=O)CCCSc1nc2ccccc2s1 (stereo unspecified)	-7	20	1	-2	3	3	-2	5	20	1
45	Cc1c(C(C)C)c(=O)n(-c2ccc(S(=O)(=O)N3CCOCC3)cc2)n1C	-9	6	-4	1	0	4	3	-2	-13	0
46	Cc1ccc(CNC(=O)C2CC(=O)N(c3ccc(OCC(=O)N4CCCC4)cc3)C2)cc1 (stereo unspecified)	0	7	1	-2	-10	-22	-3	-3	-8	-4
47	CCOC(=O)CNC(=S)N(Cc1ccccc1)Cc1ccccc1F	-4	-27	-2	4	-11	-3	-1	-1	7	0
48	Cc1nnc(NC(=O)CCCOc2ccccc2)s1	-8	-8	8	1	-7	-6	-4	4	-6	-2
49	Cc1cccc(N=N/C(=C\O)C(=O)c2cccs2)c1	7	5	-2	-2	13	-18	-1	-3	8	18
50	CC(=O)c1cc(-c2ccccc2)n(CCC(=O)NC2CCCCCCC2)c1C	4	1	4	-3	11	-30	-2	-2	5	0
51	CN(C)c1ccc(/C=N/NC(=O)c2nnn(-c3nonc3N)c2COc2ccc(F)cc2)cc1	-4	18	-4	1	-13	-18	-10	3	-8	1
52	Cc1cc2nc(CN(C)Cc3c(C(=O)N(C)C)nc4ccc(Cl)cn34)[nH]c2cc1C	-3	-2	-3	-1	6	-19	5	3	1	1
53	O=C(c1ccc(OC2CCN(CCc3ccccc3)CC2)cc1)N1CCC[C@H]1CO	-6	-7	-11	-3	1	-17	3	-3	16	.
54	COc1ccc(C=Nc2ccc3[nH]ncc3c2)c(O)c1	-10	1	12	-2	-4	0	-4	4	-22	0
55	Cc1cc(C)c2c(C)nn(C3CCCCC3)c2n1	-3	5	2	-1	2	-5	1	-2	29	0
56	CN(CC(=O)Nc1ccccc1Cl)C(=O)CSc1nncs1	3	-14	-3	-1	-7	.	.	.	8	2
57	C=CCn1c(N)cc(=O)nc1SC(C)C(=O)Nc1ccc(C(=O)OCC)cc1 (stereo unspecified)	15	-4	0	1	28	-4	-6	-1	-12	1
58	CCOc1ccc2nc(NCCNC(=O)C(C)C)c(C)cc2c1	2	1	-1	-2	0	-21	-3	-4	6	-1
59	O=C(NNC(=S)Nc1ccc(Br)cc1Cl)c1ccncc1	8	2	10	2	26	-19	-5	0	-18	-2
60	CC(=O)Nc1ccc2nc(NC(=O)COc3cccc(C)c3)sc2c1	4	16	.	-3	21	-3	-1	3	-11	-1

New compounds follow.
item	canonical_smiles	HSF1 inhib	Platelet DG rel	DYRK1A inh	GSK3B inh	HSF1 activator	KLF5 inh	IEC-6 cytotox	HSP90 refold inh	aSyn UTR inh	GSK3A inh
61	COc1ccc(OC)c(-c2cc(C(=O)Nc3ccc(F)cc3F)no2)c1	3	1	-2	2	-9	-53	-13	-1	-2	-1
62	O=C(Cc1ccc(F)cc1)Nc1nnc(SCC(=O)NC2CCCC2)s1	0	-2	.	1	-18	0	-2	4	12	-10
63	COc1cccc(CC(=O)OCC(=O)NC(=O)c2ccc(OC(F)F)cc2)c1	-2	6	9	2	1	.	.	.	-3	-1
64	CCOC(=O)C(C)n1nc(C)c2sc3ccccc3c2c1=O (stereo unspecified)	2	-1	7	0	4	-11	3	0	-3	0
65	CCN(CC(=O)NCc1ccc(F)cc1)C(=O)COc1ccc2ccccc2c1	7	-4	8	-2	32	11	0	0	-16	0
66	COC(=O)c1cc(OC)nc(OC)c1	-2	7	-1	3	-1	-23	1	5	-8	-2
67	CCN(CC)CCNC(=O)C1CCN(S(=O)(=O)c2c(C)noc2/C=C/c2ccccc2F)CC1	-3	4	2	-1	-1	-20	6	-2	6	2
68	COC(=O)c1cc(C)sc1NC(=O)C1CC=CCC1C(=O)O (stereo unspecified)	-8	9	-1	-1	-5	-12	2	6	-3	-4
69	Cc1cc(=O)[nH]c(SCC(=O)Nc2cc(S(=O)(=O)N(C)C)ccc2Cl)n1	-11	0	-5	-1	-10	4	0	-2	12	0
